GAA inhib: inhibitors of human lysosomal alpha-glucosidase | Potency, µM (doses to about 76.9 µM), for the others: top-dose activity change, negative = inhibition, actives largely listed as inhibitors | 200,000 tested, 0.005% active | AID 1466 | P10253 | purified human GAA, 4-MU-alpha-glucoside fluorescence;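 further: plate controls were uninhibited enzyme wells for no effect and no-enzyme background for full effect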
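qHTS format, compound range up to 77 uM. Human lysosomal enzyme at 4 nM, 400 uM 4-MU glucoside substrate, pH 5.0, 20 min room temperature; fluorescence after alkaline stop gives activity normalized to controls.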
aGal spleen mod: inhibitors or activators of human alpha-galactosidase in spleen homogenate | P06280 | human spleen homogenate, 4MU-alpha-Gal fluorescence, 40 min | Potency, µM (series often up to 80 µM), for inactives: at the top dose activity change, negative = inhibition, hits mostly inhibitors | 240,000 tested, 0.008% active;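 further: 0% = enzyme with vehicle and -100% = no enzyme basal signal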
Target sequence (P06280 32-429 limits assumed): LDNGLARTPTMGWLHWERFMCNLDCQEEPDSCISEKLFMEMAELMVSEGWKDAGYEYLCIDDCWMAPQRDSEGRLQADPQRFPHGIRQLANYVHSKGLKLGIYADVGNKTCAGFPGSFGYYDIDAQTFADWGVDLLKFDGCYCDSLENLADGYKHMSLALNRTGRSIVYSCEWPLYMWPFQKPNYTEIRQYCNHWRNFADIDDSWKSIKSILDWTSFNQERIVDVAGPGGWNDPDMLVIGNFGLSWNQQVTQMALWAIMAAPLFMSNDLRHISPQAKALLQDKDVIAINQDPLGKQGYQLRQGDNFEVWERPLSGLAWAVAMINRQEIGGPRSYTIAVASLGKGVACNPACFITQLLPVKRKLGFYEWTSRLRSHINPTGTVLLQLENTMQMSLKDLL
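Fluorogenic readout (Ex 365/Em 440 nm) of 4-methylumbelliferone released from 1 mM 4-MU-alpha-galactoside by spleen homogenate, 40 min at 37C, pH 5.0. Data normalized to no-enzyme and enzyme controls; Hill-equation AC50 from compound titrations.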
aGlu spleen mod: lysosomal alpha-glucosidase (human) modulation | 240,000 tested, 0.006% active | human spleen homogenate, 4-MU-alpha-glucoside fluorescence | Potency, µM (doses to about 79.9 µM), for the others: top-dose activity change, negative = inhibition, most hits filed as inhibitors;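 further: 0% = enzyme with vehicle and -100% = no enzyme basal signal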
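AC50 values come from Hill-equation fits of concentration-response data, normalized to no-enzyme and full-activity controls. Enzyme source: 1 ug human spleen homogenate; 1 mM fluorogenic 4-MU glucoside, pH 5.0 citrate buffer, 37 C, 40 min.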
RGS12 GoLoco inh: RGS12 GoLoco-Gai1 interaction inhibition. Gai1:RGS12 GoLoco peptide FP, rhodamine, 10 min. AID 880. P63096. Potency, µM (doses to about 61.6 µM), without a hit: at the highest dose activity, negative = inhibition, hits mostly inhibitors. 230,000 tested, 0.44% active; active means well fitted inhibition curve with a large enough effect, not every such curve was filed as active; inactive means no such curve, though single readings can be large or run the other way; further: on the % scale 0 is the no-effect control and ±100 the full control effect; nearly all actives have a fitted effect of over 30% in size; many of its hits are not listed in these tables
ALDH1A1 block: ALDH1A1 (human) enzyme inhibition | P00352 | Purified ALDH1A1, NADH fluorescence, propionaldehyde substrate | Potency, µM (doses to about 75.3 µM), for inactives: at the top dose activity, negative = inhibition, usual class: inhibitors | 220,000 tested, 7.3% active; active means well fitted inhibition curve with a large enough effect, not every such curve was filed as active; inconclusive means small, poorly fitted or top-dose-only effect, or another doubt; inactive means no such curve, though single readings can be large or run the other way;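 further: plate controls were no enzyme wells and a reference inhibitor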
Target sequence (P00352 whole entry, looked up): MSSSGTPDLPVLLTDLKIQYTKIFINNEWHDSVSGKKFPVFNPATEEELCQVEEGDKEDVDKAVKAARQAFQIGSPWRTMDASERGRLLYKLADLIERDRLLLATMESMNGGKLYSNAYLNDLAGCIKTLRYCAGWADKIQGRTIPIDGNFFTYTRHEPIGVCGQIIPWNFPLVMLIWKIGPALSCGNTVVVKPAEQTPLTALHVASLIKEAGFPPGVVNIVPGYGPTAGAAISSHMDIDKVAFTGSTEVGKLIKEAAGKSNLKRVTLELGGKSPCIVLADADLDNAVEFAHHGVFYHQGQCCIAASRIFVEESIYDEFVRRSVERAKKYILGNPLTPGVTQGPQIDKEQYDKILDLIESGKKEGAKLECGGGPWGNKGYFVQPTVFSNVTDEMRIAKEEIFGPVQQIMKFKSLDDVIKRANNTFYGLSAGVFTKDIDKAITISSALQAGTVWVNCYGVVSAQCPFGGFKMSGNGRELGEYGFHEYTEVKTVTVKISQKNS
JMJD2E inh: JMJD2E (human) inhibition. JMJD2E catalytic domain, FDH-coupled NADH fluorescence (FDH is formaldehyde dehydrogenase). B2RXH2. AID 2147. Potency, µM (series often up to 57.1 µM), for the others: top-dose activity change, negative = inhibition, most hits filed as inhibitors. 230,000 tested, 1.6% active; active means well fitted inhibition curve with a large enough effect, not every such curve was filed as active; inconclusive means small, poorly fitted or top-dose-only effect, or another doubt; inactive means no such curve, though single readings can be large or run the other way;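 further: 0% = wells with enzyme and -100% = buffer wells without enzyme; nearly all actives have a fitted effect of over 50% in size; many of its hits are not listed in these tables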
SMN2 splice up: SMN2 splice variant enhancement; HEK293 SMN2-luciferase splicing reporter, luminescence, 30-36 h; Potency, µM (doses to about 46.1 µM), inactives show at the highest dose activity change, positive = activation, actives largely listed as activators; 210,000 tested, 2.8% active; further: % of control where 0% means no effect; nearly all actives have a fitted effect of over 55% in size
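HEK293 cells carry an SMN2 minigene-luciferase reporter in which exon 7 inclusion puts luciferase in frame. Cells were seeded at 2000 cells/well, attached for 10-12 hours, then exposed to compounds for 30-36 hours at 37C before ONE-Glo luminescence.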
GAA glycogen mod: inhibitors or activators of human alpha-glucosidase glycogen cleavage; P10253; recombinant GAA, glycogen substrate, Amplex Red glucose oxidase fluorescence; Potency, µM (doses to about 76.4 µM), inactives show at the highest dose activity change, negative = inhibition, most hits filed as inhibitors; 300,000 tested, 0.38% active; AID 2100;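 further: 0% = full enzyme reaction and -100% = no-enzyme basal signal; the screen sought inhibitors and activators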
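Natural-substrate format: glycogen cleavage by 4 nM human enzyme, glucose read by Amplex Red coupling (Ex 573, Em 610 nm). Normalized to enzyme and no-enzyme controls.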
An asterisk follows results filed as active; ? = inconclusive; / = not tested or not shown; [ ] = dose if it differs, or a comment. Unless noted, the call rests on the fitted dose curve; in most records, active means well fitted curve in the direction sought with a large enough effect; inconclusive means small, poorly fitted or top-dose-only effect, or another doubt; inactive means no such curve, though single readings can be large; an effect the other way counts as inactive or inconclusive. Potency means the concentration at half of the fitted maximal effect.

1	CCN1C(=O)N(c2cccc3ccccc23)C(C)=CC1(C)C
2	O=C(O)CSc1nnc(COc2cccc3cccnc23)n1-c1ccc(Cl)cc1
3	CN(C)C(=O)c1c2c(nc3ccccc13)CCCC2
4	COc1ccccc1-n1c(SCC(=O)N2CCOCC2)nc(O)c(Cc2ccccc2)c1=O
5	CSc1nc2ccccc2n1CC(=O)Nc1c(C)n(C)n(-c2ccccc2)c1=O
6	CCOC(=O)/C(C#N)=C/c1c(OCC)n(CC)c2ccccc12
7	COc1cc(/C=N/NC(=O)C[n+]2ccccc2)cc(OC)c1OC(C)=O
8	COc1ccc2nc(Nc3nc(CSc4nc5ccccc5[nH]4)cc(=O)[nH]3)nc(C)c2c1
9	CNC(=O)NC(=O)C(C)OC(=O)CCCSc1nc2ccccc2s1 (configuration not stated)
10	Cc1ccc(NC(=S)N(Cc2ccc(Cl)cc2)Cc2ccc(C(=O)O)cc2)cc1Cl
screen / no.,1,2,3,4,5,6,7,8,9,10
GAA glycogen mod,-3%,-11%,7%,-1%,8%,-3%,3%,9%,1%,-4%
SMN2 splice up,-32%[inhibitor],/,/,18%,17%,?,/,107%,-2%,-53%[inhibitor]
GAA inhib,3%,9%,1%,-1%,-5%,0%,/,2%,6%,3%
aGal spleen mod,9%,2%,-1%,-2%,2%,5%,4%,-1%,1%,-2%
ALDH1A1 block,6%,-5%,?,-3%,8%,?,/,-2%,4%,?
RGS12 GoLoco inh,7%,11%,3%,4%,-1%,10%,3%,17%,1%,3%
aGlu spleen mod,-6%,-12%,-1%,-6%,-2%,-3%,-2%,1%,1%,-11%
JMJD2E inh,-4%,?,-12%,1%,-6%,-1%,13%,19%,3%,-2%

11	CCOC(=O)/C(C#N)=C/c1cn(CCC(=O)O)nc1-c1ccc(F)cc1
12	COC(=O)C1(CC(C)C)C=C2C(=C(C(C)C)C(=O)C2C)CN1 (configuration not stated)
13	Cc1onc(-c2ccccc2)c1C(=O)Nc1nc(-c2ccc(F)c(F)c2)cs1
14	N#CCSc1nnc(-c2ccc3c(c2)OCO3)o1
15	CCOc1ccc(Nc2nc(N)nc(CN(C)C3CCCCC3)n2)cc1
16	COc1ccc(/C=N/NC(=O)c2ccn[nH]2)cc1COc1ccc(Cl)cc1
17	CCOC(=O)c1ccc(N/N=C/c2cc(Br)cc([N+](=O)[O-])c2O)cc1
18	CC(C)(C)C1CCc2c(sc(NC(=O)C3CC=CCC3C(=O)O)c2C#N)C1 (configuration not stated)
19	CCOc1ncccc1C(=O)OCc1ccc(C(=O)OC)o1
20	CC(C)C(C)NC(=O)CN1C(=O)NC2(CCCc3ccccc32)C1=O (configuration not stated)
screen / no.,11,12,13,14,15,16,17,18,19,20
GAA glycogen mod,9%,/,-1%,-6%,9%,-5%,-2%,-3%,10%,-9%
SMN2 splice up,4%,-16%,16%,/,-7%,-1%,-69%[inhibitor],-4%,9%,5%
GAA inhib,3%,/,4%,/,-11%,-3%,?,?,-3%,-9%
aGal spleen mod,-6%,0%,4%,11%,6%,2%,-3%,-9%,0%,8%
ALDH1A1 block,-11%,35µM*,7%,3%,-14%,-3%,-16%,7.1µM*,4%,10%
RGS12 GoLoco inh,2%,-2%,5%,10%,-9%,8%,9%,19%,-2%,14%
aGlu spleen mod,6%,-4%,-4%,8%,4%,0%,-3%,-9%,1%,/
JMJD2E inh,-3%,?,?,3%,3%,-3%,5%,11%,-3%,-2%

21	CC(C)NC(=O)CC1C(=O)NCCN1CC(c1ccccc1)c1ccccc1 (configuration not stated)
22	CC1(C)CC(N2CCCC2)=CC(=[N+]2CCCC2)C1
23	CCC1(CC)NC(=O)N(CC(=O)Nc2ccc(S(=O)(=O)N3CCOCC3)cc2)C1=O
24	COc1cc(CNCCSc2nnnn2C)cc(Br)c1OCc1ccccc1
25	CCCc1cc(=O)[nH]c(Nc2ccc(O)cc2)n1
26	CCOC(=O)C(C(C)=O)c1c(Br)c(O)c(O)c2c(C(=O)c3ccc(C)cc3)coc12 (configuration not stated)
27	Cc1ccc(CNC(=O)Cn2ccc3ccccc3c2=O)o1
28	Cc1nc2sc3c(c2c2nc(-c4ccco4)nn12)CCCC3
29	COc1ccccc1CN1CC[C@@]2(CCCN(C(=O)c3cccn3C)C2)C1
30	O=C(NC1CCCC1)C1CCCN(S(=O)(=O)c2ccc(-n3cnnn3)cc2)C1 (configuration not stated)
screen / no.,21,22,23,24,25,26,27,28,29,30
GAA glycogen mod,12%,3%,-6%,8%,28µM*,32µM*,2%,-8%,/,2%
SMN2 splice up,/,-68%[inhibitor],9%,-39%[inhibitor],?,-4%,6%,-9%,-20%,-12%
GAA inhib,/,6%,-7%,-1%,-24%,-10%,-3%,-2%,/,-3%
aGal spleen mod,-3%,5%,-11%,3%,5%,-3%,4%,-10%,0%,-2%
ALDH1A1 block,-5%,-5%,?,16%,-9%,-3%,?,-2%,?,5%
RGS12 GoLoco inh,-20%,2µM*,25%,65%[activator],-6%,-35%,-3%,6%,-5%,1%
aGlu spleen mod,1%,-8%,-12%,4%,-2%,-13%,0%,0%,3%,-16%
JMJD2E inh,-10%,-10%,7%,?,3%,25µM*,-24%,2%,/,9%

31	O=S(=O)(CCSc1ccc(C(F)(F)F)cn1)c1ccc(Cl)cc1
32	CC(CCn1cccn1)NC(=O)c1cc(COc2ccc(F)cc2F)on1 (configuration not stated)
33	Nn1c(SCC(=O)Nc2ccc(Oc3ccccc3)cc2)nnc1C1CC1
34	N#CCn1c2ccccc2c2nc3ccccc3nc21
35	NC(=O)c1cccc2c(=O)oc3ccccc3c12
36	Cc1ccc(-c2nnn(CCC(=O)NC(C)(C)C)n2)cc1
37	Cc1cc(C)n(CC(O)Cn2c3ccccc3c3ccccc32)n1 (configuration not stated)
38	CC(C)NC(=O)CN1CCN(C(=O)CCl)CC1
39	CC12CCC(C/C1=N\OC(=O)c1c(F)cccc1F)C2(C)C (configuration not stated)
40	CCOC(=O)C1C(c2ccc(O)c(OCC)c2)NC(=S)NC1(O)C(F)(F)F (configuration not stated)
screen / no.,31,32,33,34,35,36,37,38,39,40
GAA glycogen mod,-6%,12%,-5%,17%,-13%,2%,-6%,3%,5%,4%
SMN2 splice up,/,/,-14%,/,25%,?,13µM*,13%,/,/
GAA inhib,-4%,?,-5%,2%,-3%,-7%,6%,-2%,/,11%
aGal spleen mod,-3%,-11%,6%,20%,?,-8%,3%,7%,2%,-30%
ALDH1A1 block,-12%,?,?,?,?,16%,?,3.2µM*,/,?
RGS12 GoLoco inh,-8%,49%[activator],-9%,9%,-13%,-3%,32%[activator],4%,-12%,/
aGlu spleen mod,-3%,-2%,3%,6%,2%,-2%,4%,9%,-3%,-12%
JMJD2E inh,4%,-22%,12%,2%,7%,7%,13%,-2%,2%,-7%

41	CSc1nc(-c2ccccc2)[nH]c(=S)c1C(C)=O
42	Cc1cc(NC(=O)c2cc(S(=O)(=O)N3CCCCC3)ccc2C)n(-c2ccccn2)n1
43	COc1ccc(CN(C#N)c2nc(SC)nc(N(C)C)n2)cc1
44	CCOC(=O)N1CCC(N2Cc3cccc(C(=O)N4CCN(C5CCCCC5)CC4)c3C2=O)CC1
45	Cc1ccccc1OCC(=O)NCCC1=CCCCC1
46	Cc1n[nH]c(=S)n(/N=C/c2ccccn2)c1=O
47	NCCCC[C@H]1CN=C(N)N1CCC12CC3CC(CC(C3)C1)C2
48	Cc1ccc(N(CC(O)CN2C(=O)NC(C)(C)C2=O)S(=O)(=O)c2ccc(C)cc2)cc1 (configuration not stated)
49	CSc1nc2ccc(NS(=O)(=O)c3ccc(Br)s3)cc2s1
50	CCC/C(O)=C1\C(=O)CC(C)(C)CC1=Nc1ccccc1O
51	CC(=O)NCC(=O)N(Cc1ccco1)C1(C(=O)NC2CCCC2)CCCCC1
52	Cc1[nH]n(-c2ccc(Br)cc2)c(=O)c1C=Nc1ccc(S(=O)(=O)Nc2nccs2)cc1
screen / no.,41,42,43,44,45,46,47,48,49,50,51,52
GAA glycogen mod,-9%,8%,-5%,10%,-11%,-8%,-11%,-1%,-11%,12%,-18%,-1%
SMN2 splice up,-12%,3%,-2%,-17%,4%,/,/,/,/,/,-11%,42%
GAA inhib,0%,-10%,-1%,-4%,-2%,2%,/,/,-10%,?,4%,-13%
aGal spleen mod,-2%,-1%,3%,0%,0%,-24%,5%,5%,-3%,-3%,-7%,8%
ALDH1A1 block,13%,-2%,?,-8%,-12%,-8%,/,/,5%,1%,-5%,-11%
RGS12 GoLoco inh,1%,-2%,0%,2%,8%,/,9%,-3%,12%,12%,14%,9%
aGlu spleen mod,3%,-7%,4%,-3%,-4%,-7%,0%,1%,3%,0%,-4%,0%
JMJD2E inh,?,5%,-1%,-6%,2%,-14%,2%,4%,-9%,?,-1%,18%

The list is partial; rates above refer to the full screens.
